Compound activity (PubChem BioAssay)
Tau fluor counter – counter-screen for tau fibril formation inhibitors; tau K18 P301L Alexa594 fluorescence, heparin fibrillization; actives 0.93% (n = 280,000); Potency, µM (top dose mostly 57.7 µM), for inactives: at the highest dose activity change, negative = decrease; AID 1463; also: % is scaled to controls: 0 for no effect and ±100 for the full control effect; nearly all actives have a fitted effect of over 55% in size
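Human K18 P301L tau (15 uM unlabeled plus 0.24 uM Alexa 594-labeled, final) in 100 mM sodium acetate pH 7 was mixed with compound and 20 uM heparin and incubated 6 hr at 37 C.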
Tau ThT inhib – blocks human tau fibril formation measured by thioflavin T. P10636. recombinant tau K18 P301L (four-repeat tau fragment), heparin-induced fibrillization, ThT fluorescence. Potency, µM (series often up to 57.4 µM), for the others: at the highest dose activity, negative = inhibition, hits mostly inhibitors. actives 2.1% (n = 270,000); also: % is scaled to controls: 0 for no effect and ±100 for the full control effect; nearly all actives have a fitted effect of over 55% in size
Target sequence (P10636 561-689 P618L limits assumed): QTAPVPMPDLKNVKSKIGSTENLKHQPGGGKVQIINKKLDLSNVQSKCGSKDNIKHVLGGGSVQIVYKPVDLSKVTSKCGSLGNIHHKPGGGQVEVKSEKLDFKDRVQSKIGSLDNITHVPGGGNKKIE
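Aggregation was driven by heparin (20 uM final) acting on recombinant tau […] bearing P301L in 100 mM sodium acetate pH 7; fibrils were detected with Thioflavin T.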
KDM4E inh – JMJD2E (human) inhibition; JMJD2E catalytic domain, FDH-coupled NADH fluorescence (FDH is formaldehyde dehydrogenase); Potency, µM (series often up to 57.1 µM), inactives show at the top dose activity change, negative = inhibition, hits mostly inhibitors; actives 1.6% (n = 230,000); AID 2147; active = well fitted inhibition curve with a large enough effect, not every such curve was filed as active; inconclusive = small, poorly fitted or top-dose-only effect, or another doubt; inactive = no such curve, though single readings can be large or run the other way;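 also: 0% = wells with enzyme and -100% = buffer wells without enzyme; nearly all actives have a fitted effect of over 50% in size; many of its hits are not listed in these tables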
Target sequence (B2RXH2 1-337 limits assumed): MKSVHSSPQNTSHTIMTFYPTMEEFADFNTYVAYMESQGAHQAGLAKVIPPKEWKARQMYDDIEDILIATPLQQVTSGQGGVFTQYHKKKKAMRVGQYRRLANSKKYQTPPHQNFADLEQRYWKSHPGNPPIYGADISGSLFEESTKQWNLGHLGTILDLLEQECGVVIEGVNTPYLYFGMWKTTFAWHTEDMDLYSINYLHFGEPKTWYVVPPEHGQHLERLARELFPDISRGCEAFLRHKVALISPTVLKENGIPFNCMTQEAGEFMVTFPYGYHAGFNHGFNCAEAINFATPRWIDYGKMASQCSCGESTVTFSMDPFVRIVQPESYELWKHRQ
HTT ATP protect – Huntington cell model cytoprotection by ATP luminescence; PC12 HTT-Q103 induced, cytoprotection, ATP luminescence, 40 h; Potency, µM (series often up to 56.4 µM), for inactives: cytoprotection (ATP increase), most hits filed as activators; actives 0.14% (n = 230,000); AID 1471;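 also: % of control where 0% means no effect; nearly all actives have a fitted effect of over 45% in size; toxic huntingtin expression switched on by the ecdysone agonist tebufenozide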
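Rat PC12, Q103 Htt exon1-GFP fusion, ecdysone promoter; tebufenozide inducer 100 nM final; compound titration; qHTS, 1500 cells/well; ATPlite luminescent read.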
Tau FP inhib – blocks human tau fibril formation measured by polarization; P10636; K18 P301L tau heparin fibrillization, Alexa594 FP, 6 h; Potency, µM (doses to about 57.7 µM), for inactives: at the highest dose activity, negative = inhibition, usual class: inhibitors; actives 0.39% (n = 280,000); AID 1468; also: % is scaled to controls: 0 for no effect and ±100 for the full control effect; nearly all actives have a fitted effect of over 55% in size
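Recombinant K18 P301L […], labeled with Alexa 594 at 0.24 uM over 15 uM unlabeled; heparin inducer 20 uM final; 37 C, 6 hr; FP endpoint.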
SMN2 splice up – increases expression of the SMN2 splice variant; Potency, µM (doses to about 46.1 µM), for the others: top-dose activity change, positive = activation, hits mostly activators; AID 1458; actives 2.8% (n = 210,000); HEK293 SMN2-luciferase splicing reporter, luminescence, 30-36 h; also: % of control where 0% means no effect; nearly all actives have a fitted effect of over 55% in size
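HEK293 cells carry an SMN2 minigene-luciferase reporter in which exon 7 inclusion puts luciferase in frame. Cells were seeded at 2000 cells/well, attached for 10-12 hours, then exposed to compounds for 30-36 hours at 37C before ONE-Glo luminescence.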
HTT aggregate – mutant huntingtin aggregation inhibition. PC12 HttQ103-GFP aggregates, Acumen cytometry, 40 h. Potency, µM (series often up to 46.1 µM), inactives show top-dose activity change, negative = inhibition, hits mostly inhibitors. actives 1.1% (n = 220,000). AID 1688; also: % is scaled to controls: 0 for no effect and ±100 for the full control effect; nearly all actives have a fitted effect of over 60% in size
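PC12 cells with ecdysone-inducible HTT exon1 Q103-GFP, induced by 100 nM tebufenozide, given compounds in a concentration series. GFP aggregates (1–25 um, 6 SD above background) counted in lysates by laser-scanning cytometry, 488 nm excitation.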
ALDH1A1 inh – blocks purified human ALDH1A1 activity | actives 7.3% (n = 220,000) | Purified ALDH1A1, NADH fluorescence, propionaldehyde substrate | Potency, µM (titrated, usually from 75.3 µM), without a hit: at the top dose activity, negative = inhibition, usual class: inhibitors; active = well fitted inhibition curve with a large enough effect, not every such curve was filed as active; inconclusive = small, poorly fitted or top-dose-only effect, or another doubt; inactive = no such curve, though single readings can be large or run the other way;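 also: plate controls were no enzyme wells and a reference inhibitor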
Target sequence (P00352 whole entry, looked up): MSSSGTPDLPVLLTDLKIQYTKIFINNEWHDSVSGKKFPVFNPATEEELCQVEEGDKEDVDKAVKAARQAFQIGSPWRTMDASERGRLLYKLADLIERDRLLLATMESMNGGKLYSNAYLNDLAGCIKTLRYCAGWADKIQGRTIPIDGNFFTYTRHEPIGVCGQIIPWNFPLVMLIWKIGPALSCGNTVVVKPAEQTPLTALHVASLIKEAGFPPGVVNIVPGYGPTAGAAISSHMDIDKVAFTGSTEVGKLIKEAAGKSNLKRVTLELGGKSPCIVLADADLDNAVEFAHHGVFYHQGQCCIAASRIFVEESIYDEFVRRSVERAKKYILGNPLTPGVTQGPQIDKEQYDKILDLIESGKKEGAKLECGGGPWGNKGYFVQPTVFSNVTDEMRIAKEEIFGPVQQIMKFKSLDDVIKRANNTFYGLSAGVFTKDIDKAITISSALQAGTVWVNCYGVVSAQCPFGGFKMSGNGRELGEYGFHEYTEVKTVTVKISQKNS
* hit, by the source's call; ? = inconclusive; / = no result given; [ ] = another dose, or the depositor's remark. Unless noted, calls follow the shape of the dose curve; as a rule, active = well fitted curve in the direction sought with a large enough effect; inconclusive = small, poorly fitted or top-dose-only effect, or another doubt; inactive = no such curve, though single readings can be large; an effect the other way counts as inactive or inconclusive. Potency is read from the fitted curve at half-maximal effect.

SMILES	Tau fluor counter	Tau ThT inhib	KDM4E inh	HTT ATP protect	Tau FP inhib	SMN2 splice up	HTT aggregate	ALDH1A1 inh
Nc1ncnc(N(c2ccccc2)C2CCCCC2)c1[N+](=O)[O-]	1%	5%	-2%	-10%	-1%	-3%	-20%	9%
C/C(N)=C(/C#N)C(=O)COC(=O)c1ccccc1Cc1ccccc1	?	0%	-17%	-28%[10 µM]	?	13%	-7%	?
CCCCn1nnnc1NCc1cccs1	-7%	-16%	4%	-9%[10 µM]	-5%	30%	-18%	4%
O=C(CN1C(=O)C(=O)N(Cc2ccco2)C1=O)NC1CCCCC1	-2%	-2%	-2%	-10%[10 µM]	0%	9%	17%	-14%
CCOc1ccc(N2C(=O)CC(n3nc(C)cc3C)C2=O)cc1 (stereo not given)	5%	-2%	6%	0%[0.074 µM]	8%	-22%	5%	?
CCOC(=O)c1cc(=O)n(Cc2ccccc2C)c2ccccc12	-17%	?	?	18%	5%	14%	-21%[9.22 µM]	?
CC1CCCCN1S(=O)(=O)c1ccc(S(=O)(=O)N2CCN(c3ccccc3)CC2)cc1 (stereo not given)	-6%	0%	2%	-18%	5%	-9%	15%	4%
C/C(=N\NC(=O)CNC(=O)c1ccncc1)c1ccc(C)cc1	3%	1%	8%	-10%	9%	?	18%	8%
O=C(CBr)N1CCc2ccccc2C(c2ccccc2)C1 (stereo not given)	-5%	-10%	8%	-17%[10 µM]	-1%	/	-29%[9.22 µM]	/
O=[N+]([O-])c1ccc(C(=S)N2CCC(Cc3ccccc3)CC2)cc1	?	-17%	10%	33%[10 µM]	13%	-41%[inhibitor]	-21%	-5%
CCN(CC)S(=O)(=O)c1ccc(N/N=C(\C)c2ccc(OC)cc2O)nc1	?	?	32µM*	-65%[inhibitor][10 µM]	?	/	-24%[9.22 µM]	/
COc1ccccc1C1=NNC(=NCc2ccccc2)SC1	-2%	-17%	?	5%	-4%	-5%	-11%	?
O=C(CCC(=O)NNC(=O)COc1ccc(Br)cc1Br)NCc1ccccc1	-7%	0%	-1%	9%[10 µM]	-4%	/	1%[9.22 µM]	12%
CNS(=O)(=O)c1cnccc1N1CCN(C)CC1	5%	1%	-2%	/	-11%	5%	6%	1%
Cc1onc(C(=O)NN)c1C(=O)N1CCN(C(c2ccccc2)c2ccccc2)CC1	-9%	?	13%	-5%	?	2%	-3%	?
CCn1c(C)[n+](CCOCC[n+]2c(C)n(CC)c3cc(Cl)c(Cl)cc32)c2cc(Cl)c(Cl)cc21	0%	-9%	-2%	2%	7%	0%	?	-5%
CCOCCCNC(=O)Cn1nc(-c2ccccc2)ccc1=O	1%	-5%	-2%	-13%	0%	1%	-7%	3%
CCc1cccc(NC(=O)c2ccc(CNc3c(N4CCCC4)c(=O)c3=O)cc2)c1	-18%	/	7%	-2%[10 µM]	12%	/	-15%[9.22 µM]	/
O=C(COc1ncnc2ccccc12)NCc1ccc2c(c1)OCO2	1%	0%	3%	12%[10 µM]	-6%	2%	-9%	-6%
CSc1ncccc1C(=O)OCC(=O)N1CCOCC1	2%	-5%	7%	7%	2%	3%	-14%	6%
S=C(NCCCN1CCOCC1)Nc1cccc(Cl)c1	-7%	-7%	3%	-25%	5%	-3%	18%	2%
CC(On1nnc2ccccc21)C(=O)N1CCN(Cc2ccccc2)CC1 (stereo not given)	-7%	-9%	4%	0.71µM*	0%	3%	?	-7%
Cc1ccc(Oc2cc(NC(=O)CCCn3nc(C)c([N+](=O)[O-])c3C)cc([N+](=O)[O-])c2)cc1	4.5µM*[quencher]	-16%	-5%	24%[10 µM]	5%	-22%	-16%	-10%
COc1ccc(N2CC(C(=O)N/N=C/c3ccc(C)cc3)CC2=O)cc1 (stereo not given)	-1%	-4%	-7%	-51%[inhibitor][10 µM]	-8%	-22%	-29%[9.22 µM]	-2%
O=C(CNS(=O)(=O)c1cccs1)N1CCc2ccccc2C1	-1%	1%	-3%	-24%	-13%	-1%	-12%	-4%

More compounds.
SMILES	Tau fluor counter	Tau ThT inhib	KDM4E inh	HTT ATP protect	Tau FP inhib	SMN2 splice up	HTT aggregate	ALDH1A1 inh
CC1CN(c2nc3ccccn3c(=O)c2/C=C(\C#N)C(=O)N2CCOCC2)CC(C)O1 (stereo not given)	5%	1%	-11%	-2%[10 µM]	5%	/	5%[9.22 µM]	/
Cc1cc(C)c(S(=O)(=O)N2CCCCC2C(=O)O)c(C)c1 (stereo not given)	-7%	-5%	1%	-7%	0%	7%	-6%	21%
CCN(CC)c1ccc(NC(=O)CSc2nnc3nc(C)cc(C)n23)cc1	-9%	-9%	-11%	2%	3%	-14%	-11%	?
CCOC(=O)C1CCCN(CCC(=O)Nc2ccc(F)c(F)c2)C1 (stereo not given)	-2%	-5%	2%	5%	7%	/	6%	-4%
CCOc1ccc(CCNC(=O)C(CC)n2nc(C)n3c(cc4sccc43)c2=O)cc1OCC (stereo not given)	-13%	-20%	-5%	-11%	5%	-33%	27%[9.22 µM]	32µM*
O=C(/C=C/c1ccc(O)cc1)c1ccccc1O	?	18µM*	?	-249%[inhibitor]	5%	-115%[inhibitor]	/	20µM*
CCOc1ccccc1N1CCN(CC(=O)NCCc2ccc(S(N)(=O)=O)cc2)CC1	6%	2%	8%	-3%[10 µM]	4%	4%	1%	-1%
CCOc1ccc(NC(=O)C(C)Sc2nnnn2C)cc1 (stereo not given)	3%	-5%	5%	10%	1%	18%	-16%	1%
CCOc1ccc(-c2cc(C)n3nc(C(=O)Nc4cc(Cl)ccc4O)cc3n2)cc1	?	?	/	/	?	0%	/	/
COc1ccc(C(=O)NNC(=O)CSc2nnc(C)n2CC2CCCO2)cc1 (stereo not given)	-3%	-6%	-9%	9%[10 µM]	1%	/	2%[9.22 µM]	-4%
N#Cc1nc(N2CCCC2)nc(N2CCCC2)n1	7%	2%	8%	-37%	7%	-90%[inhibitor]	-26%	?
CCC(C)C(=O)Nc1cc(C(=O)OC)ccc1C(=O)OC (stereo not given)	-3%	0%	?	2%	7%	5%	-1%	?
CNc1cc(CS(=O)c2ccccc2)nc(-c2ccccc2)n1 (stereo not given)	-3%	0%	0%	-4%	-6%	-14%	-1%	10%
COc1cc(-n2nc(C)c3c2OC(N)=C(C#N)C3c2ccccc2)c(Cl)c(Br)c1O (stereo not given)	?	3.5µM*	-7%	-7%	2%	11%	?	?
O=C(CSc1nnc(-c2ccc(Cl)cc2)o1)c1ccc([N+](=O)[O-])cc1	?	?	/	/	-3%	-1%	/	/
Cc1ccc(OCCN2CCN(C(=O)CCC(=O)Nc3nnc(C(C)C)s3)CC2)cc1	-2%	-14%	-3%	-29%	-1%	-36%[inhibitor]	-28%	?
O=C(NCc1ccc2c(c1)OCO2)c1ccc2snnc2c1	-22%	-10%	3%	6%[10 µM]	-19%	-5%	2%	-1%
Cc1cccc(N(C(=O)CCC(=O)Nc2cc(C)on2)C(C(=O)NC2CCCC2)c2ccncc2)c1 (stereo not given)	1%	-3%	-18%	-11%[10 µM]	6%	27%	?	6%
CC(=O)N1CCc2c(sc3c2c(=O)n(-c2cccc(Cl)c2C)c(=O)n3Cc2ccccc2C)C1	-11%	-14%	/	/	-11%	4%	/	/
CC1Cc2ccccc2N1C(=O)C1CCN(S(=O)(=O)Cc2ccccc2)CC1 (stereo not given)	-4%	-4%	9%	-6%[10 µM]	0%	-11%	?	3%
Cc1ccc(OCC(=O)NCc2ccccn2)c(Br)c1	6%	-1%	2%	-5%	7%	26%	-2%	0%
COc1ccccc1-n1c(SCC(=O)NC2CCCC2)nc2cccnc21	-5%	-7%	3%	-8%[10 µM]	4%	-11%	16%	-3%
CCOc1ccc(/C=N/NC(=O)C2(O)c3ccccc3-c3ccccc32)cc1	-1%	6%	0%	-4%[10 µM]	3%	12%	8%	10%
Cn1nnc2c[n+](CC(=O)c3ccc(Cl)cc3)cc(Br)c21	-13%	?	?	-15%[10 µM]	0%	/	-19%[9.22 µM]	/
CN(C)CCCNCCCNC(=O)/C(=N\O)c1ccccn1	-1%	-1%	190%[activator]	3%[10 µM]	3%	7%	-8%	5%

Arranged by length of the SMILES (ascending): five of the compounds above.
SMILES	Tau fluor counter	Tau ThT inhib	KDM4E inh	HTT ATP protect	Tau FP inhib	SMN2 splice up	HTT aggregate	ALDH1A1 inh
O=C(NCc1ccc2c(c1)OCO2)c1ccc2snnc2c1	-22%	-10%	3%	6%[10 µM]	-19%	-5%	2%	-1%
CCOC(=O)C1CCCN(CCC(=O)Nc2ccc(F)c(F)c2)C1 (stereo not given)	-2%	-5%	2%	5%	7%	/	6%	-4%
COc1ccccc1-n1c(SCC(=O)NC2CCCC2)nc2cccnc21	-5%	-7%	3%	-8%[10 µM]	4%	-11%	16%	-3%
Cc1ccc(OCCN2CCN(C(=O)CCC(=O)Nc3nnc(C(C)C)s3)CC2)cc1	-2%	-14%	-3%	-29%	-1%	-36%[inhibitor]	-28%	?
COc1cc(-n2nc(C)c3c2OC(N)=C(C#N)C3c2ccccc2)c(Cl)c(Br)c1O (stereo not given)	?	3.5µM*	-7%	-7%	2%	11%	?	?

Next section.
SMILES	Tau fluor counter	Tau ThT inhib	KDM4E inh	HTT ATP protect	Tau FP inhib	SMN2 splice up	HTT aggregate	ALDH1A1 inh
CC(=O)NCCCC(=O)NC(CCC(=O)OCc1ccccc1)C(=O)OCc1ccccc1 (stereo not given)	-6%	-3%	-5%	38%[10 µM]	5%[2.34 µM]	/	18%[9.22 µM]	-12%
O=C(c1ccc2nc3ccccc3c(=O)n2c1)N1CCN(Cc2ccc3c(c2)OCO3)CC1	-2%	-9%	?	-6%	2%	-30%[inhibitor]	-20%	?
COc1cccc(-c2nnn(CC(C)=O)n2)c1	3%	-6%	4%	26%[1.9 µM]	?	13µM*	-28%	16%
COC(=O)c1ccccc1NC(=O)CN1CCN(c2ccccn2)CC1	-4%	-2%	0%	14%[10 µM]	-10%	/	22%[9.22 µM]	4%
CS(=O)(=O)N1CCN(c2ccc(NC(=O)c3ccc(Br)o3)cc2)CC1	-10%	?	-1%	-8%[10 µM]	1%	7.1µM*	5%	-5%
CCOC(=O)N1CCC(N2CCN(C3CCCC3)C(CCO)C2)CC1 (stereo not given)	-5%	-1%	-14%	-15%	-9%	/	3%	-1%
N#Cc1c(N)nc(SCC(=O)NCc2ccc3c(c2)OCO3)c(C#N)c1-c1cccs1	-9%	1%	?	-5%	?	14%	-12%	?
CC(C)CCNC(=O)CCNS(=O)(=O)c1ccc(Cl)cc1	-7%	-5%	10%	2%[10 µM]	-4%	-6%	?	-2%

A portion of the library; rates above refer to the full screens.
